FBW7 activator – human FBW7 E3 ligase activation, primary screen; Q969H0; AlphaScreen FBW7–phospho-cyclin E peptide binding, activator screen; normalized activity (activation), % at 26.1 µM; hit rate 0.13% among 650,000; AID 1259310; in the data active means normalized activity above about 1.9%;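 further: purified mutant Fbw7 with reduced substrate affinity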
TEAD-YAP inh – TEAD-YAP interaction inhibition; AID 1259422; hit rate 1.4% among 640,000; HEK-TIYL cells, TEAD-Gal4/YAP UAS-luciferase luminescence; inhibition, % at 9.12 µM; in the data active means inhibition above about 32%;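 further: 0% = median of test compound wells and 100% = reference inhibitor wells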
MITF primary – inhibitors of human MITF; O75030; AlphaScreen MITF homodimerization, bead proximity signal; inhibition, % at 2.6 µM; hit rate 0.91% among 650,000; AID 1259374; in the data active means inhibition above about 50%;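 further: 0% = vehicle wells with protein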
Target sequence (O75030 whole entry, looked up): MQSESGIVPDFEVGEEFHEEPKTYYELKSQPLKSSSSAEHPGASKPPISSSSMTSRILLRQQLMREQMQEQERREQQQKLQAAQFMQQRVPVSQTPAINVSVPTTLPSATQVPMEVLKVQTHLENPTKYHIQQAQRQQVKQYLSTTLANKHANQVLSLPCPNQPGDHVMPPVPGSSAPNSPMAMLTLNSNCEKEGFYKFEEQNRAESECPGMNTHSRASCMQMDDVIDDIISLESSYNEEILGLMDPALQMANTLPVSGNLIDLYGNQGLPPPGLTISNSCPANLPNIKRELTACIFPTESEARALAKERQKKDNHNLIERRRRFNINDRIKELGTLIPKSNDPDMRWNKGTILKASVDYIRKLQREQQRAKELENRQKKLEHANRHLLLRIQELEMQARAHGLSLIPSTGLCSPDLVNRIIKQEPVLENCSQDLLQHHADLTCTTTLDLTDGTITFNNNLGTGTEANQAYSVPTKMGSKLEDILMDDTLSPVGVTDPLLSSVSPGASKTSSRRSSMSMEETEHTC
GPR151 ag – human GPR151 activation; Q8TDV0; PathHunter beta-arrestin GPR151 cells, luminescence; activation, % at 11.2 µM; hit rate 1% among 650,000; in the data active means activation above about 4.9%;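 further: 0% = median of compound wells and 100% = cells with positive control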
Target sequence (Q8TDV0 whole entry, looked up): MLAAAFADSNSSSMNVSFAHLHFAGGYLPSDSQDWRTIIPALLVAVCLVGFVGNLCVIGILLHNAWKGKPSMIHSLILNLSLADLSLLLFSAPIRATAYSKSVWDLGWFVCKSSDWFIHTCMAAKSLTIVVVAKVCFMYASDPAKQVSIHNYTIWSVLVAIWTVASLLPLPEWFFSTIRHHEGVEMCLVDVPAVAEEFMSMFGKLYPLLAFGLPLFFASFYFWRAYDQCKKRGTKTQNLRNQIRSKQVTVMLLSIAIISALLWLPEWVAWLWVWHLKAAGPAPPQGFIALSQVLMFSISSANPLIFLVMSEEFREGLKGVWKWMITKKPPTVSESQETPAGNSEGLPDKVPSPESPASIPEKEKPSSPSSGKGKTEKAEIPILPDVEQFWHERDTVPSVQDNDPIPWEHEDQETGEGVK
* marks the source's active call; other numbers are inactive results; . = not tested or not shown.

SMILES	FBW7 activator	TEAD-YAP inh	MITF primary	GPR151 ag
COc1ccc(/C=C/C(=O)Nc2ccc(C(=O)Oc3ccccc3)c(O)c2)cc1	0.1	0	0	0.3
CCOc1cc2[nH]c(=S)n(CCCN3CCCC3=O)c(=O)c2cc1OCC	0.4	5	7	-1.4
CCOc1ccc(NC(=O)c2nc(SCC)ncc2Cl)cc1	-0.2	1	9	1.2
O=C(CCN1CCN(C2c3ccccc3-c3ccccc32)CC1)Nc1ccc(F)cc1	-0.1	-6	-1	6.8*
O=C(O)C(Cc1ccc(O)cc1)N1C(=O)c2ccccc2C1=O (centres undefined)	0.3	8	4	0.8
COc1cc(=O)n2c(c1C(=O)NCc1ccsc1)CCN(Cc1cn(C)nc1C)CC2	0.5	-13	9	-0.5
CC1(C)CC(=O)C2=C(C1)Nc1ccccc1N(C(=O)c1ccccc1)C2c1ccc(Cl)c(Cl)c1 (centres undefined)	0.0	5	1	-1.1
O=C(Cn1c(=O)oc2cc(S(=O)(=O)NC3CCCC3)ccc21)NCc1cccs1	0.0	-4	-4	-0.9
CC1C2CC(CC2c2cccc(OC(=O)Nc3ccccc3)c2)C1(C)C (centres undefined)	-0.1	-20	-7	-0.2
COCCn1cc(C(=O)c2ccccc2OC(=O)/C=C/c2cccc(F)c2)cc(C#N)c1=O	0.0	-3	-14	2.8
COc1ccc2oc(=O)c(/C(C)=N/Nc3ccccc3)cc2c1	0.0	-4	-2	-2.0
COc1ccc(N2C(=O)/C(=C/c3ccccn3)SC2=S)c(OC)c1	-0.1	0	12	-0.6

Four entries from above, set out differently.
Each structure is followed by: FBW7 activator | TEAD-YAP inh | MITF primary | GPR151 ag
CCOc1cc2[nH]c(=S)n(CCCN3CCCC3=O)c(=O)c2cc1OCC
  0.4 | 5 | 7 | -1.4
CCOc1ccc(NC(=O)c2nc(SCC)ncc2Cl)cc1
  -0.2 | 1 | 9 | 1.2
O=C(CCN1CCN(C2c3ccccc3-c3ccccc32)CC1)Nc1ccc(F)cc1
  -0.1 | -6 | -1 | 6.8*
O=C(O)C(Cc1ccc(O)cc1)N1C(=O)c2ccccc2C1=O (centres undefined)
  0.3 | 8 | 4 | 0.8

Further structures follow.
SMILES	FBW7 activator	TEAD-YAP inh	MITF primary	GPR151 ag
COc1ccc(CCNc2nc(SCC(=O)NCc3ccccc3)nc3ccccc23)cc1OC	0.1	12	-13	0.5
CCc1ccc(N2NC(=O)/C(=C/c3ccc(-c4ccc(S(N)(=O)=O)cc4)o3)C2=O)cc1	0.0	13	9	2.2
CCOC(=O)C(C)(C)N(Cc1cccc(Cl)c1)S(=O)(=O)c1ccc(Cl)c([N+](=O)[O-])c1	-0.3	13	10	1.7
CSc1ccccc1NC(=O)NC1CC(=O)N(c2ccccc2)C1 (centres undefined)	0.2	15	-2	1.9
CC1CCCCC1NC(=O)CCCCCn1c(=S)[nH]c2ccccc2c1=O (centres undefined)	0.3	-9	1	-1.7
Cc1ccc(OCC(O)CN(CCO)Cc2ccccc2)c(C)c1 (centres undefined)	0.1	5	17	0.3
O=C(NCCCO)C(=O)NCC1CCCN1S(=O)(=O)c1ccccc1 (centres undefined)	0.0	2	-6	0.7
OCC(O)Cn1c(SCCOc2ccc(Cl)cc2)nc2ccccc21 (centres undefined)	0.0	5	-8	-2.0
COC(=O)CN1C(=O)CC(C)(C)Sc2ccccc21	0.1	-11	1	-1.6
CCOc1cc2c(cc1OC)C(c1ccc(OC)c(OC)c1)NCC2 (centres undefined)	-0.2	13	-5	-0.6
Cc1cc(=O)[nH]c2nnc(SCC(=O)Nc3cccc(C(F)(F)F)c3)n12	0.0	2	-4	-1.9
Cc1ccccc1-c1nc(-c2ccc(NC(=O)c3cccc(Cl)c3)cc2)no1	0.0	-1	-1	-0.1
CC(C)CN1CCN(Cc2ccccc2-c2ccco2)CC1CCO (centres undefined)	0.2	-3	7	1.2
Cc1ccc(-c2nnc(Nc3ccccc3O)c3ccccc23)cc1	0.1	-6	7	1.5
CC(C)(C)NC(=O)C1CCN(c2nnnn2-c2ccccc2)CC1	-0.1	-9	-5	-0.5
CCc1nc(SCC(=O)Nc2ccc(OC)cc2)c(C#N)cc1C	0.1	11	7	-0.1
C/C(=N\NC(=O)c1ccccc1)c1ccc(Cl)s1	-0.1	-46	1	-2.8
C[C@@H]1CN(C(=O)C2CC(Cc3ccc4c(c3)OCO4)=NO2)C[C@H](C)O1 (some centres undefined)	0.1	-5	3	0.9
CN1CCN(C(CNS(=O)(=O)c2ccccc2F)c2ccsc2)CC1 (centres undefined)	0.1	-3	21	-1.1
O=C(O)CC(c1ccccc1)N1C(=O)c2ccccc2C1=O (centres undefined)	0.1	3	-4	-0.3
CCCCCC(=O)N1c2ccccc2NC2=C(C(=O)CC(c3ccc(Cl)cc3)C2)C1c1cccc(OC)c1 (centres undefined)	0.2	17	8	-0.9
O=C(Nc1ccc(F)c([N+](=O)[O-])c1)c1cc(-c2ccccc2Cl)nc2ccccc12	0.2	-10	5	-0.7
Cc1ccc(-n2nc3c(c2NC(=O)Cc2ccccc2)CSC3)cc1	-0.2	-9	-6	3.7
CCCCCc1ccc(-c2ccc(C(=O)Nc3cc(Cl)ccc3C)cc2)nc1	0.0	17	9	1.1

Among those listed so far, four contain four or more nitrogen atoms:
SMILES	FBW7 activator	TEAD-YAP inh	MITF primary	GPR151 ag
COc1cc(=O)n2c(c1C(=O)NCc1ccsc1)CCN(Cc1cn(C)nc1C)CC2	0.5	-13	9	-0.5
COc1ccc(CCNc2nc(SCC(=O)NCc3ccccc3)nc3ccccc23)cc1OC	0.1	12	-13	0.5
Cc1cc(=O)[nH]c2nnc(SCC(=O)Nc3cccc(C(F)(F)F)c3)n12	0.0	2	-4	-1.9
CC(C)(C)NC(=O)C1CCN(c2nnnn2-c2ccccc2)CC1	-0.1	-9	-5	-0.5

(continued)
SMILES	FBW7 activator	TEAD-YAP inh	MITF primary	GPR151 ag
COc1ccc(-c2nc(Nc3ccccn3)sc2C)cc1	-0.2	-49	12	1.0
O=C(Nc1cccc(Cl)c1)C1C2C=CC3(O2)C1C(=O)N(CCN1CCOCC1)C3C(=O)NC1CCCCC1 (centres undefined)	0.3	2	2	-1.5
CC1=C(C(N)=O)C(c2cccc(O)c2)n2nc(SCc3ccccc3)nc2N1 (centres undefined)	0.1	-4	11	-0.8
O=C(NC(C(=O)N1CCCCC1)=C1CCCCC1)c1ccccc1	0.2	-12	-3	1.9
COC(=O)c1sc(NC(=O)C2CCCC2)c(C(=O)OC)c1C	0.1	-1	1	1.0
COc1ccc(OCc2nnc(SCC(N)=O)n2N)cc1	0.0	1	-9	-0.2
CC1=C(C(=O)OCC(C)C)C(c2cccc(Cl)c2Cl)CC(=O)N1 (centres undefined)	0.0	4	19	-0.3
Nc1nc(SCCOC(=O)c2ccccc2)n[nH]1	0.0	4	-1	-1.0
CCOc1ccccc1CN1CCc2nnc(CCNC(=O)C3CCCCC3)n2CC1	-0.1	6	-8	1.3
O=[N+]([O-])c1ccccc1CNc1cccc(F)c1	0.1	4	-9	0.6
CCCNC(=O)c1cc(NCc2cccnc2)nc2ccccc12	-0.2	4	1	-2.4
Cc1ccc(N2NC(=O)/C(=C/c3ccccc3)C2=O)cc1C	0.0	-13	-21	-0.5

Next part, overlapping the part above by 5 compounds.
SMILES	FBW7 activator	TEAD-YAP inh	MITF primary	GPR151 ag
Nc1nc(SCCOC(=O)c2ccccc2)n[nH]1	0.0	4	-1	-1.0
CCOc1ccccc1CN1CCc2nnc(CCNC(=O)C3CCCCC3)n2CC1	-0.1	6	-8	1.3
O=[N+]([O-])c1ccccc1CNc1cccc(F)c1	0.1	4	-9	0.6
CCCNC(=O)c1cc(NCc2cccnc2)nc2ccccc12	-0.2	4	1	-2.4
Cc1ccc(N2NC(=O)/C(=C/c3ccccc3)C2=O)cc1C	0.0	-13	-21	-0.5
Cc1ncc(CN2CCC(n3nccc3NC(=O)Nc3ccccc3Cl)CC2)s1	0.0	9	-11	-0.7
COc1cc(NC(=S)N2CCN(c3ccccn3)CC2)c(OC)cc1Cl	-0.3	6	7	1.2
CCOC(=O)CNC(=O)CN(Cc1cccs1)C(=O)c1snc(C(N)=O)c1N	0.8	-6	7	0.1
CC(C)c1cc(C(=O)N/N=C/c2ccccc2)n[nH]1	0.0	-30	17	1.7
Cc1noc(C2CN(C(=O)NCc3ccc(F)cc3)C2)n1	-0.2	2	7	0.2
Cc1ccccc1NC(=O)CN1CCN(CC(=O)c2ccco2)CC1	-0.4	1	59*	-0.3
Cc1ccc(-c2c(NCC3CCCO3)c(=O)c2=O)cc1C (centres undefined)	0.1	3	-17	-1.1
O=S(=O)(Oc1ccccc1/C=N/n1cnnc1)c1ccccc1	0.1	-8	14	-0.6
Cc1ccc2ncnc(NCCC(=O)O)c2c1	0.0	-5	12	-0.4
O=S(=O)(NCC(c1cccs1)N1CCc2ccccc21)c1cccs1 (centres undefined)	0.3	4	7	0.2
COc1cc(C2C3=C(CCCC3=O)Nc3ccc4nc(C)ccc4c32)ccc1OC(C)=O (centres undefined)	-0.1	-3	-12	-0.2
CCS(=O)(=O)N1CCC(C(=O)NCCN(C)C)CC1	0.0	-2	8	-0.2
COc1cc(Nc2nc(Nc3ccccc3)nc3c2ncn3-c2ccccc2)cc(OC)c1OC	0.5	4	4	-0.4
Cc1ccc(-c2oc3ccc(C)cc3c(=O)c2O)cc1	0.0	-39	3	-0.1
Cc1ccc2c(c1)C(c1ccc(F)cc1)N(C(=O)c1cc3ccccc3oc1=O)CC(=O)N2 (centres undefined)	0.1	0	17	0.1
CSc1ccc(/C=C/C(=O)NC(=O)c2ccccc2O)cc1	-0.1	-34	5	-2.8
CC12CC(NC(=O)N1c1cccc(C(=O)NCc3cccs3)c1)c1ccccc1O2 (centres undefined)	0.8	8	8	-0.4
Cc1cccc(NC(=O)C2CCCN2S(=O)(=O)c2cccc3nsnc23)c1C (centres undefined)	-0.3	1	-4	-0.6
CCCCC(C)(O)C/C=C/[C@H]1[C@H](O)CC(=O)[C@H]1CCCCCCC(=O)OC (some centres undefined)	.	.	6	1.8
Cn1c(SCC(=O)N2CCOCC2)nc2cccnc21	0.1	-10	1	-1.1
CCOC(=O)c1nnn(-c2nc(N3CCCC3)nc(N3CCCC3)n2)c1C	0.0	1	0	0.0
CCOC(=O)C1CCN(C(=O)c2cccs2)CC1	0.3	5	-1	-1.2
Cc1cc(C)nc(SCC(=O)N/N=C\c2ccc(O)cc2O)n1	-0.8	-1	21	0.3
O=C(c1cc(COc2ccc(F)cc2Cl)on1)N1CCSCC1	-0.1	-70	0	1.3
COC(=O)C1=NN(c2ccccc2)C2C(=O)N(c3ccc(Cl)cc3)C(=O)C12 (centres undefined)	0.1	4	-1	-0.6
COC(=O)Nc1cc2sccc2nc1C(F)(F)F	0.4	9	9	-1.8
COc1cccc(-c2c(C(=O)O)c3ccccc3c(=O)n2-c2ccc(C)cc2)c1	0.0	-2	-7	-1.2
Cc1ccccc1C(=O)NCCn1ccc2ccccc21	0.7	-28	17	-1.5
O=C(O)C(C(=O)/C=C/c1ccc(Cl)cc1)=C1SCCS1	-0.1	-40	-4	0.1
CCOC(=O)c1c(NC(=O)c2ccccc2[N+](=O)[O-])sc2c1CC(C)(C)OC2	-0.4	1	-5	0.6
CCC(C)(C)n1nnnc1C(C)N1CCN(C(=O)c2ccco2)CC1 (centres undefined)	0.0	2	10	0.0
CCSCCOC(=O)C1=C(C)NC2=C(C(=O)CC(c3ccc(Cl)cc3)C2)C1c1cc(OC)c(OC)c(OC)c1 (centres undefined)	0.2	6	7	2.6
COC(=O)c1ccc(N=Cc2nc(-c3ccc(Cl)cc3)oc2O)cc1	-0.1	-1	9	-1.2
Cc1sc(NC(=O)c2ccc(C(C)(C)C)cc2)c(C#N)c1C	-0.1	-1	11	-0.5
O=c1[nH]c(/C=C/c2ccccc2Cl)nc(O)c1[N+](=O)[O-]	0.0	6	9	-0.9
O=C(COC(=O)c1ccc(-c2ccccc2)cc1)c1ccccc1	0.1	0	-8	0.2
COc1ccc2nc(SCC(=O)Nc3cc(Cl)ccc3OC)[nH]c2c1	0.5	-4	0	-0.2
CC1CN(C(=O)N2CCC(C(=O)NCC(C)c3ccccc3)CC2)c2ccccc2O1 (centres undefined)	-0.2	7	5	-0.9
CC(C)N1CCC(NS(=O)(=O)c2ccc(F)c(Cl)c2)CC1	0.2	4	15	2.1
Cc1c(NC(=O)CSCc2ccccc2)cccc1C(=O)O	-0.1	-1	-5	-0.7
O=C(CCc1nc2ccccc2[nH]c1=O)OCc1ccc(F)cc1	0.0	3	2	0.7
Cc1c(C(=O)NC(=S)Nc2ccc(NC(=O)c3ccco3)cc2)oc2ccccc12	-0.1	-9	-3	0.6
CCCOC(=O)C1=C(C)NC(=O)NC1c1ccc(OC)c(Br)c1 (centres undefined)	0.3	4	14	-1.0
CNc1ccc([N+](=O)[O-])cc1N/C=C\C(=O)c1ccc(C)cc1	0.0	-24	12	-0.8
O=S(=O)(Nc1ccccn1)c1c(Cl)cccc1Cl	-0.1	4	-8	0.6
O=C1NC(=S)S/C1=C\c1cc([N+](=O)[O-])ccc1O	0.2	-1	16	2.7
Cc1cc(C)n(CCN2CCN(C(=O)CSc3nnnn3C)CC2)n1	-0.2	5	1	0.5
CC#CCOCC/C=C1/c2ccccc2[C@@H](OC)[C@@H]1C	0.0	.	7	1.4
CC1=NN(c2ccc(I)cc2)C(=O)/C1=C/c1cccc(O)c1	-0.7	5	-11	0.0
COc1cc([N+](=O)[O-])ccc1-c1ccc(/C=C2\C(=O)N(c3ccc(C(=O)OC(C)C)cc3)N=C2C)o1	-0.1	6	4	-1.0
CCCC(c1nnnn1CCc1ccccc1)N1CCC(C(N)=O)CC1 (centres undefined)	-0.1	0	-13	-1.2
COc1ccc(CN2CCOCC2)cc1C	0.0	6	14	0.4
